CHO parental Ca = signal in parental CHO cells, OX1R antagonist counter-screen; parental CHO-K1, ATP-induced calcium, Fluo-8 fluorescence; 330,000 compounds, 0.63% hits; inhibition, % at 5.6 µM;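 active = inhibition above that plate's mean sample inhibition plus 3 SD, cut at about 26% in these data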;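 also: 0% = ATP-challenged DMSO wells and 100% = DMSO wells without ATP; some compounds past the cut are filed as inactive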
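Test system: untransfected parental CHO cell line; also added: ATP stimulus; dosing: 5.6 µM, single dose; signal: calcium-sensitive Fluo-8 fluorescence; measure: percent inhibition of ATP-evoked calcium rise, normalized to controls; benchmarks: low control ATP plus DMSO, high control DMSO only; replication: one well per compound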
M1 antag = antagonists of human M1 muscarinic receptor; CHO-K1 hM1, Fluo-8 calcium fluorescence, ACh EC80 antagonist; 360,000 compounds, 1.3% hits; P11229; inhibition, % at 3 µM;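 active = percent inhibition above its own plate's cutoff, namely the mean of that plate's compound wells plus 3 SD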;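 also: peak over basal fluorescence ratio during 140 s after agonist addition; 0% = ACh EC80 plus DMSO and 100% = DMSO alone without agonist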
Target sequence (P11229 whole entry, looked up): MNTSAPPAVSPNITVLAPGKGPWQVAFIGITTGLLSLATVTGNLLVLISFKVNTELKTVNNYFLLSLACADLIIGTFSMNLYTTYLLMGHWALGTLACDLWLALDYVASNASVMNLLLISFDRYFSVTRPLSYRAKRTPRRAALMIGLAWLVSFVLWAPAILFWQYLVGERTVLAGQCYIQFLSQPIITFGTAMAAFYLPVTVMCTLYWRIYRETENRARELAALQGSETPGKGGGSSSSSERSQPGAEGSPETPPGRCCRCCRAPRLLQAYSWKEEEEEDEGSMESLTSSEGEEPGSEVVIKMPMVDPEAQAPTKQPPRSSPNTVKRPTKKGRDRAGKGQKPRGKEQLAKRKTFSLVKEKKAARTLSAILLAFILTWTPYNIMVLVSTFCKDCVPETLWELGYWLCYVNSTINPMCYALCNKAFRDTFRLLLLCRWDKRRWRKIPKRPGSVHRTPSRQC
CHRM1 agonist = activates human CHRM1 receptor; P11229; CHO-K1 hM1, Fluo-8 calcium fluorescence, agonist mode; 0% DMSO, 100% acetylcholine EC100; activation, % at 3 µM; 360,000 compounds, 0.33% hits; AID 588814;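 active = activation above the run's mean compound activation plus 3 SD, cut at about 16% in these data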;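 also: peak over basal fluorescence ratio within a 140 s kinetic read after compound addition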
M1 PAM = positive allosteric modulators of human M1 muscarinic receptor | P11229 | CHO-K1 hM1, Fluo-8 calcium fluorescence, ACh EC20; 0% = ACh EC20, 100% = maximal ACh | activation, % at 3 µM | 360,000 compounds, 0.088% hits; in the data active = activation above about 19%, passing the limit was not always enough
CHO-K1 Ca antag = counter-screen for M1 antagonists: effect in parental CHO-K1 cells; inhibition, % at 3 µM; 360,000 compounds, 0.6% hits; ATP-induced calcium, Fluo-8 fluorescence; AID 602250;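 active = inhibition above a per-plate cutoff, the plate's mean sample inhibition plus 3 SD, cut at about 24% in these data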;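 also: 0% = DMSO plus EC80 ATP and 100% = DMSO alone without ATP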
M1 ag parental = M1 agonist counterscreen hit in parental CHO-K1 cells | Fluo-8 calcium fluorescence; scaled to maximal ATP response, vehicle zero | activation, % at 3 µM | 360,000 compounds, 0.48% hits | AID 602248; in the data active = activation above about 15%;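 also: untransfected CHO-K1 host cells lacking M1 receptor as counterscreen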
CHRM4 agonist = CHRM4 agonism in calcium assay; CHO-K1 hM4/Gqi5, Fluo-8 calcium fluorescence; vehicle 0%, full acetylcholine response 100%; P08173; 360,000 compounds, 0.14% hits; activation, % at 3 µM;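 active = activation above the run mean over all test wells plus 3 SD, cut at about 32% in these data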;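 also: peak over basal fluorescence ratio per well then scaled between controls; 0% = DMSO wells and 100% = acetylcholine at EC100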
OXTR potentiator = potentiates the human oxytocin receptor response; 320,000 compounds, 0.061% hits; activation, % at 3 µM; AID 2445; CHO-OTR cells, Fluo-8 calcium fluorescence, potentiator mode; 0% = oxytocin EC15, 100% = EC100;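 active = activation above that plate's cutoff, the mean activation of tested compounds plus 3 SD, cut at about 6.6% in these data, passing the limit was not always enough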;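 also: 100% uses oxytocin at 75 nM as the full agonist control; some results filed as inactive read as strong as hits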
Target sequence (P30559 whole entry, looked up): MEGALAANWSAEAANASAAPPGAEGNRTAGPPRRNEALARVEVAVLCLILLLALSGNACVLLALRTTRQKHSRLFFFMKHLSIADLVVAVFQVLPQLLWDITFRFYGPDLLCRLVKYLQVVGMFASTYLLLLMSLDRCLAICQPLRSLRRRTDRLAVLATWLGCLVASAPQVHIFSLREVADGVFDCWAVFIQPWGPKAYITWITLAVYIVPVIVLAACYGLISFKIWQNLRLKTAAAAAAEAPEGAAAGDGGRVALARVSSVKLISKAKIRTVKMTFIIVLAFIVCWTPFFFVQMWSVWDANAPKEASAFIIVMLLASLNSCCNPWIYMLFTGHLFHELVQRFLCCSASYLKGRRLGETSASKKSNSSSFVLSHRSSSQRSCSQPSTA
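test system = CHO-OTR cells, human receptor | compound = single-point 3.0 µM | schedule = 6 min compound pre-incubation at room temperature, 100 s kinetic read | signal = Fluo-8 no-wash calcium dye fluorescence, excitation 470-495 nm, emission 515-575 nm | repeats = single well per compound, singlicate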
CHRM4 antagonist = antagonists of human muscarinic M4 receptor (CHRM4); P08173; CHO-hM4 cells, ACh EC80, Fluo-8 calcium fluorescence; inhibition, % at 3 µM; 360,000 compounds, 0.73% hits; AID 624125;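 active = inhibition above its plate's cutoff, the mean inhibition of sample wells plus 3 SD, cut at about 27% in these data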;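 also: 0% = acetylcholine EC80 with DMSO and 100% = DMSO without agonist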
Numbers without * were called inactive; . = no result given.

SMILES	CHO parental Ca	M1 antag	CHRM1 agonist	M1 PAM	CHO-K1 Ca antag	M1 ag parental	CHRM4 agonist	OXTR potentiator	CHRM4 antagonist
Cn1cccc1C(=O)NS(=O)(=O)c1ccccc1Cl	-9	-9	4	13	1	-0.1	1	-9	-2
O=[N+]([O-])c1ccc(S(=O)(=O)NCC2COc3ccccc3O2)cc1 (stereo not given)	-4	-3	0	2	-12	4.8	4	-8	8
O=C(N/N=C/c1cccc(F)c1)NC1CCCCC1	-30	-4	-5	6	6	0.6	4	-15	6
Cc1ccc(CNC(=O)CNC(=O)c2ccc(C(C)(C)C)cc2)n1C	-20	-6	-6	6	-14	0.0	1	-3	-21
Cc1cc(C(C)(C)C)ccc1OCCCCN1CCCC1	-3	-1	-11	-17	-3	4.7	7	-12	17
CN(C)C(CNC(=O)CN1C(=O)NC2(CCCC2)C1=O)c1ccccc1 (stereo not given)	-12	48*	-8	-22	-4	0.8	0	-5	-11
O=C(CC(C(=O)N1CCc2ccccc21)n1ccnc1)NCc1cccnc1 (stereo not given)	-13	9	-4	-1	-19	-0.1	0	-1	6
CCOC(=O)Cn1nc(-c2ccc(C)cc2)ccc1=O	-17	-3	-6	1	-5	0.1	0	-3	0
CCOC(=O)Nc1c(C(=O)OC)[nH]c2cc(OC)ccc12	1	-13	-2	7	-10	0.4	1	-10	-2
O=C(NCc1ccccc1)c1ccc(CS(=O)Cc2cccc(Cl)c2)o1 (stereo not given)	.	-12	-4	4	-9	1.8	3	.	-11
COc1cc(/C=N/NC(=O)CC#N)ccc1Oc1nc(Cl)ncc1F	-2	-16	-3	6	-13	1.0	1	-2	-9
Cc1cccc(NC(=O)N2CCC(NC(=O)c3ccccc3C)CC2)c1	-16	5	-2	8	-4	0.2	1	-11	3
CCN1C(=O)C2(C(C#N)=C(N)Oc3n[nH]c(C(C)C)c32)c2ccccc21 (stereo not given)	-8	-8	-4	9	4	1.2	2	-8	-1
CCOC(=O)NC(Nc1sc2c(c1C(N)=O)CCCC2)(C(=O)OCC)C(F)(F)F (stereo not given)	5	11	-2	-4	-1	-0.2	1	-7	-1
O=C(NCC(c1cccs1)N1CCOCC1)C1CCN(S(=O)(=O)c2c(Cl)cccc2Cl)CC1 (stereo not given)	-17	-9	-6	6	-5	3.6	2	4	-1
O=C(N/N=C/c1ccncc1)c1cc2ccccc2o1	-2	-9	-4	8	3	1.2	3	-14	6
O=C(OCC(=O)N1CCN(S(=O)(=O)c2ccc(Cl)cc2)CC1)c1ccc([N+](=O)[O-])o1	-8	0	-1	5	3	4.7	3	-9	-1
COC(=O)c1ccc(Cl)c(NS(=O)(=O)c2ccc3c(c2)OCCO3)c1	-12	-9	-3	4	-19	0.9	1	-9	-7
O=C(NCc1ccc(Cl)cc1)C(=O)NCC1OCCCN1S(=O)(=O)c1cccs1 (stereo not given)	-15	-3	-3	1	-12	2.8	9	-5	-9
CN(Cc1ccon1)Cc1cn(Cc2ccccc2)nc1-c1ccc2c(c1)OCO2	-21	-1	-6	-1	14	-0.1	1	-15	-6
Cc1ccc(S(=O)(=O)N2CCCC(C(=O)NCc3ccccn3)C2)cc1 (stereo not given)	-2	-8	-3	8	-4	0.6	0	-4	8
Cc1ccc(NC(=S)N(CCN(C)C)Cc2cccs2)c(C)c1	3	-9	-6	7	-15	1.0	0	-1	-9
Cc1cc(C)c2c3c(sc2n1)C(=O)N(Cc1ccccc1)CC(=O)N3	-12	1	-2	7	-8	0.4	2	-21	10
O=C(Nc1ccc2[nH]ccc2c1)c1ccccc1	6	-16	-3	11	-12	0.2	2	-4	-9
O=C(O)C1CC(O)CN1S(=O)(=O)c1ccc2ccccc2c1 (stereo not given)	-3	-8	-3	6	-6	0.2	1	-6	-2
COc1ccc(N2CCN(CCCNC(=O)CN3CCN(Cc4ccccc4C)C3=O)CC2)cc1	-30	1	-4	-2	-12	2.4	5	-7	6
CCOC(=O)c1c(-c2ccc(OC)cc2)csc1NC(=O)CSc1ncnc2sccc12	-12	-1	-6	-1	1	0.8	1	-16	0
CC1CCN(C(=O)CN2C(=O)C(C)(C)Oc3ccc(C(=O)NC(C)C)cc32)CC1	-10	-5	-1	4	-13	0.2	2	2	-6
O=C(O)CC(SCc1ccc(C(=O)O)o1)C(=O)O (stereo not given)	-8	-16	0	-6	12	-0.4	1	-2	2
Cc1[nH]nc(N=CC2=C(O)CC(c3ccco3)CC2=O)c1-c1ccc(Cl)cc1 (stereo not given)	-14	-4	-4	5	21	-0.1	-1	-4	9

Exported bar-delimited: part of the list above
Compound | CHO parental Ca | M1 antag | CHRM1 agonist | M1 PAM | CHO-K1 Ca antag | M1 ag parental | CHRM4 agonist | OXTR potentiator | CHRM4 antagonist
O=C(Nc1ccc2[nH]ccc2c1)c1ccccc1 | 6 | -16 | -3 | 11 | -12 | 0.2 | 2 | -4 | -9
O=C(NCc1ccc(Cl)cc1)C(=O)NCC1OCCCN1S(=O)(=O)c1cccs1 (stereo not given) | -15 | -3 | -3 | 1 | -12 | 2.8 | 9 | -5 | -9

Remaining list, next part:
SMILES	CHO parental Ca	M1 antag	CHRM1 agonist	M1 PAM	CHO-K1 Ca antag	M1 ag parental	CHRM4 agonist	OXTR potentiator	CHRM4 antagonist
CC(C)(C)C1CCc2onc(C(=O)O)c2C1 (stereo not given)	5	7	-6	6	-2	-0.1	1	-17	2
CCOc1ccc(CCN2C(=O)C(=O)N([C@@H](CC(C)C)CN3CCC[C@H]3CN3C(=O)C(=O)NC[C@@H]3Cc3ccccc3)C[C@@H]2CC(C)C)cc1	.	.	.	.	-16	-0.1	0	.	-22
Cc1nnc(-c2cnn(-c3ccccc3)c2N)n1Cc1cccc(C(F)(F)F)c1	-14	-3	-2	6	17	0.2	0	-9	3
COC(=O)c1ccc2nc(C3CCCCC3)c(Cc3cccc(F)c3)n2c1	.	-65	12	27*	-25	0.1	-1	.	-15
CC(C)(C)NC(=O)C(c1ccncc1)N(C(=O)Cn1nnc(-c2ccc(F)cc2)n1)c1ccccc1 (stereo not given)	-18	-6	-3	9	-11	-0.2	1	0	0
Cc1cc(C)c2nc(NC(=O)c3ccc(OCC4CCCO4)cc3)sc2c1 (stereo not given)	-18	-4	-7	14	6	-0.3	1	8	3
COc1ccc(CNS(=O)(=O)c2ccc3c(c2)CCN3C(=O)C2CC2)cc1	-10	1	0	-4	-13	8.7	17	-8	-13
COc1ccc(CNC(=O)C/C(C)=N/NC(=O)COc2ccc(Br)cc2)cc1	-3	3	-5	0	10	0.4	0	-14	0
Cn1c(N)c(C#N)c2c(c1=S)CSC(C)(C)C2	0	1	-3	4	-10	0.9	1	-9	1
CCOC(=O)C1CCCN(c2nc3ccccc3nc2C(C#N)C(=O)OCC)C1 (stereo not given)	-33	-14	-1	4	7	0.3	-2	-6	0
CCn1nnc2cc(C(=O)Nc3cccc(S(=O)(=O)N(C)C)c3)ccc21	-13	5	-8	-8	-7	1.1	2	-2	12
CCCNS(=O)(=O)c1cc2c(cc1Br)CCN2C(=O)CC	.	-6	-3	5	-7	0.9	1	.	-14
O=C(NCC1COc2ccccc2O1)c1cccc(S(=O)(=O)NCc2ccccc2)c1 (stereo not given)	-10	-4	1	3	-9	2.5	10	-13	-5
CC1CCCC(NC(=O)CC2Nc3ccccc3NC2=O)C1C (stereo not given)	-23	-13	-2	5	-3	-0.1	1	-5	-1
COc1cccc(-c2ccc3c(c2)C2CC3CCN2C(C)=O)c1 (stereo not given)	.	-7	-3	4	-12	1.0	1	.	1
COc1cc2ccccc2cc1C(=O)N1CCCC1	-10	7	-2	1	2	-0.1	0	-1	3
Cc1cc(/C=c2/sc3nc4ccccc4n3c2=O)c(C)n1-c1ccccn1	-18	-2	-5	5	-15	1.8	4	-8	-6
CC1(C(=O)NS(=O)(=O)c2cccc(OC(F)F)c2)CCN1C(=O)c1ccccc1CCc1ccccc1 (stereo not given)	.	-28	-3	18	2	-0.7	0	.	1
Clc1ccc2oc(-c3ccccc3)nc2c1	-14	-9	-2	7	-10	0.6	-1	-18	3
COC(=O)[C@]12CCCCC=C1N(Cc1ccc(Cl)cc1Cl)C(=O)[C@H](CC(=O)N1CCN(C(=O)c3ccco3)CC1)C2	.	.	.	.	10	4.3	8	.	-12
O=c1cc(O)n(-c2ccc(F)cc2)c(=S)[nH]1	-8	15	-1	-7	19	1.9	1	-6	3
CC1(C)CC(=O)c2cnc3nc4ccccc4n3c2C1	-10	2	-5	4	-11	2.5	1	-7	-10
CC(NC(=O)CN1C(=O)NC2(CCc3ccccc32)C1=O)c1ccc2c(c1)OCCO2 (stereo not given)	-6	-11	-4	8	3	0.3	1	-6	3
O=C(Cn1cc([N+](=O)[O-])cn1)N1CCc2ccccc21	7	-3	-4	8	0	-0.3	-1	-3	-5
O=C(NC1CCS(=O)(=O)C1)N1CCCCC1 (stereo not given)	-1	0	-4	5	-2	1.0	0	-9	-8
CCOC(=O)Cc1ccc(Nc2nc3cc(-c4sccc4C)sc3c(=O)n2C)cc1	.	-8	-6	4	-5	-0.5	0	.	-14

In the list so far, 10 have a Cl atom:
SMILES	CHO parental Ca	M1 antag	CHRM1 agonist	M1 PAM	CHO-K1 Ca antag	M1 ag parental	CHRM4 agonist	OXTR potentiator	CHRM4 antagonist
Cn1cccc1C(=O)NS(=O)(=O)c1ccccc1Cl	-9	-9	4	13	1	-0.1	1	-9	-2
O=C(NCc1ccccc1)c1ccc(CS(=O)Cc2cccc(Cl)c2)o1 (stereo not given)	.	-12	-4	4	-9	1.8	3	.	-11
COc1cc(/C=N/NC(=O)CC#N)ccc1Oc1nc(Cl)ncc1F	-2	-16	-3	6	-13	1.0	1	-2	-9
O=C(NCC(c1cccs1)N1CCOCC1)C1CCN(S(=O)(=O)c2c(Cl)cccc2Cl)CC1 (stereo not given)	-17	-9	-6	6	-5	3.6	2	4	-1
O=C(OCC(=O)N1CCN(S(=O)(=O)c2ccc(Cl)cc2)CC1)c1ccc([N+](=O)[O-])o1	-8	0	-1	5	3	4.7	3	-9	-1
COC(=O)c1ccc(Cl)c(NS(=O)(=O)c2ccc3c(c2)OCCO3)c1	-12	-9	-3	4	-19	0.9	1	-9	-7
O=C(NCc1ccc(Cl)cc1)C(=O)NCC1OCCCN1S(=O)(=O)c1cccs1 (stereo not given)	-15	-3	-3	1	-12	2.8	9	-5	-9
Cc1[nH]nc(N=CC2=C(O)CC(c3ccco3)CC2=O)c1-c1ccc(Cl)cc1 (stereo not given)	-14	-4	-4	5	21	-0.1	-1	-4	9
Clc1ccc2oc(-c3ccccc3)nc2c1	-14	-9	-2	7	-10	0.6	-1	-18	3
COC(=O)[C@]12CCCCC=C1N(Cc1ccc(Cl)cc1Cl)C(=O)[C@H](CC(=O)N1CCN(C(=O)c3ccco3)CC1)C2	.	.	.	.	10	4.3	8	.	-12

Screens deposited in PubChem by The Scripps Research Institute Molecular Screening Center.
